GSTO1 inh – counter-screen for RBBP9 inhibitors: inhibitors of human GSTO1; P78417; recombinant GSTO1, activity-based probe fluorescence polarization; inhibition, % at 5.96 µM; actives 1.1% (n = 300,000);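 active = inhibition above the campaign mean inhibition plus 3 SD, cut at about 35% in these data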;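 also: 0% = GSTO1-1 with DMSO and 100% = wells lacking GSTO1-1 enzyme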
Target sequence (P78417 whole entry, looked up): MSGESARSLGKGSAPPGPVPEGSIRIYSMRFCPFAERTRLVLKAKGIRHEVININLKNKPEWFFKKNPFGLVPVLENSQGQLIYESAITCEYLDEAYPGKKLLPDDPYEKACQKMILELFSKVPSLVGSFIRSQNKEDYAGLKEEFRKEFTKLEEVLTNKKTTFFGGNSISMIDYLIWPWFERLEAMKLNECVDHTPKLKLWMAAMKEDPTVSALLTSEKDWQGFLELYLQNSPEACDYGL
PAFAH1B3 inh – PAFAH1B3 (human) inhibition; inhibition, % at 3.39 µM; recombinant PAFAH1B3, FP-rhodamine probe, fluorescence polarization; AID 492972; actives 0.28% (n = 340,000); Q15102;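 active = inhibition above the screen-wide average of all tested compounds plus 3 SD, cut at about 25% in these data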;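 also: 0% = enzyme with DMSO only and 100% = wells lacking PAFAH1B3 protein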
Target sequence (Q15102 whole entry, looked up): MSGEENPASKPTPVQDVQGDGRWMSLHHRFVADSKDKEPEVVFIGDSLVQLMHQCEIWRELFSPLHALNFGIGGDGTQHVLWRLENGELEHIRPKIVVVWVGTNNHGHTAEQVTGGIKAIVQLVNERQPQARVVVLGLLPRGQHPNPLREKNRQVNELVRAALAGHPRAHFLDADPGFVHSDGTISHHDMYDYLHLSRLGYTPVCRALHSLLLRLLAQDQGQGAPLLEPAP
LYPLA2 inh – blocks human lysophospholipase 2, a PME1 counter-screen. O95372. recombinant LYPLA2, FP-Rh probe fluorescence polarization. inhibition, % at 5.9 µM. actives 0.38% (n = 320,000). AID 2177;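 active = inhibition above the screen-wide mean plus 3 SD, limit set per campaign, cut at about 26% in these data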;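 also: 0% = LYPLA2 with DMSO and 100% = wells lacking LYPLA2 enzyme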
Target sequence (O95372 whole entry, looked up): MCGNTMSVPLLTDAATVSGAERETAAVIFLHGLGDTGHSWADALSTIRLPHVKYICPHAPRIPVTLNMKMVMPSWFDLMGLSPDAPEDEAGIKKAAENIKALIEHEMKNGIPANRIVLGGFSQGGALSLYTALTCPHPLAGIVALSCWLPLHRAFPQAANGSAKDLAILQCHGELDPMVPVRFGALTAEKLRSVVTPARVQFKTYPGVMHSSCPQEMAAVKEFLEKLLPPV
PREPL inh – human PREPL enzyme inhibition; Q4J6C6; recombinant PREPL, fluorescence polarization activity-based probe; inhibition, % at 5.96 µM; actives 0.68% (n = 320,000); in the data active = inhibition above about 43%;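 also: 0% = enzyme with DMSO and 100% = wells lacking enzyme; many of its hits are not listed in these tables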
PAFAH2 inh – inhibitors of human PAFAH2 | Q99487 | recombinant PAFAH2, FP-rhodamine activity probe, fluorescence polarization | inhibition, % at 3.39 µM | actives 0.99% (n = 340,000);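 active = inhibition above the mean over all tested compounds plus 3 SD, cut at about 30% in these data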;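 also: inhibitors block probe labeling of enzyme so polarization drops; 0% = enzyme with DMSO and 100% = wells lacking PAFAH2 protein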
PAD4 inh – blocks human protein arginine deiminase 4. Q9UM07. recombinant PAD4, RCA probe fluorescence polarization. inhibition, % at 6.36 µM. actives 0.41% (n = 330,000). AID 485272;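 active = percent inhibition above a cutoff equal to the mean of all tested compounds plus 3 SD, cut at about 15% in these data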;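 also: 0% = PAD4 with RCA probe and DMSO and 100% = probe without PAD4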
PAFAH1B2 inh – PAFAH1B2 (human) inhibition; P68402; recombinant PAFAH1B2, FP-rhodamine activity probe, fluorescence polarization; inhibition, % at 3.39 µM; actives 1.2% (n = 340,000); AID 492953;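 active = inhibition above the mean of all tested compounds plus 3 SD, cut at about 24% in these data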;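 also: 0% = enzyme with DMSO and 100% = wells lacking PAFAH1B2; many of its hits are not listed in these tables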
pPAFAH FP inh – inhibitors of human plasma PAF acetylhydrolase (pPAFAH) | Q13093 | recombinant pPAFAH, FP-rhodamine probe fluorescence polarization | inhibition, % at 3.39 µM | actives 1.5% (n = 330,000);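 active = inhibition above the mean inhibition across the screen plus 3 SD, cut at about 25% in these data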;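 also: inhibitors block binding of the rhodamine activity-based probe so polarization drops; 0% = enzyme with DMSO and 100% = wells lacking pPAFAH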
LYPLA1 counter – counter-screen for PME1 inhibitors: inhibitors of human LYPLA1. inhibition, % at 5.9 µM. recombinant LYPLA1, FP-Rh probe fluorescence polarization. actives 0.16% (n = 320,000). O75608;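 active = inhibition above the mean of all tested compounds plus 3 SD, set per campaign, cut at about 14% in these data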;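 also: inhibitors block serine hydrolase probe labeling of LYPLA1 so polarization falls; 0% = enzyme with DMSO and 100% = wells lacking LYPLA1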
* marks the source's active call; other numbers are inactive results; / = no result given. Not all compounds are listed (hit frequency here may not be typical).

SMILES | GSTO1 inh | PAFAH1B3 inh | LYPLA2 inh | PREPL inh | PAFAH2 inh | PAD4 inh | PAFAH1B2 inh | pPAFAH FP inh | LYPLA1 counter
COc1ccc(CCN=C(N)Nc2nc(C)cc(C)n2)cc1 | 10 | 4 | 7 | 8 | 3 | 1 | 0 | 3 | 0
S=C(NCCc1ccccc1)N1CCN(C2CCCCC2)CC1 | -2 | -1 | 6 | 4 | 5 | 7 | -5 | -4 | 2
COc1ccc(C(=S)N2CCN(c3ccccc3Cl)CC2)cc1OC | 0 | 2 | 2 | 15 | 3 | -4 | 6 | 7 | -2
CC(c1nnc(SCC(=O)Nc2sccc2C#N)n1-c1ccc(Cl)cc1)N(C)C (configuration not stated) | 0 | 2 | -3 | 10 | -4 | 0 | 0 | 0 | -2
NS(=O)(=O)c1ccc(CCNC(=O)CSc2ccsc2[N+](=O)[O-])cc1 | -49 | 4 | 5 | 8 | 0 | -10 | 4 | 11 | 3
CC1CC(C)CN(C(=O)COC(=O)c2nccnc2N)C1 (configuration not stated) | / | 9 | 4 | 15 | 8 | 6 | 6 | 3 | 2
CCn1cc(C(=O)OCC(=O)Nc2c(C)n(C)n(-c3ccccc3)c2=O)c(=O)c2ccc(C)nc21 | 7 | 6 | -1 | 18 | 7 | 0 | 7 | 2 | -1
CC(C)(C)NC(=O)CSc1nc2cccnc2n1C1CCCCC1 | 4 | 6 | 13 | -6 | 1 | 1 | 1 | 10 | 6
O=C(NCCCn1ccnc1)c1cc(C(=O)C2CCCCC2)c[nH]1 | 7 | 4 | 0 | -7 | -2 | 0 | -2 | -3 | 0
O=C(CCS(=O)(=O)c1ccc(Br)cc1)Nc1ccc2c(c1)OCO2 | 17 | 7 | 6 | 3 | 4 | 1 | 7 | 14 | 1
COc1ccc(CCNC(=O)c2cccc3ccccc23)cc1OC | -2 | 8 | 6 | 12 | 3 | -4 | -2 | -9 | 3
Cc1ccc(C(=O)C(OC(=O)CNC(=O)c2ccc(Cl)cc2)c2ccccc2)cc1 (configuration not stated) | 6 | 8 | -25 | 0 | -6 | 3 | 5 | -4 | -15
CN(CCO)C1=NS(=O)(=O)c2cc([N+](=O)[O-])ccc21 | 5 | 6 | -4 | -6 | 1 | -7 | 4 | 4 | 1
COc1ccc(Cl)cc1NC(=O)CN(C)C(C)C(=O)NCC1CCCCC1 (configuration not stated) | 0 | 0 | 2 | 7 | 2 | -2 | -1 | 0 | 0
Cc1cc(NC(=O)COC(=O)c2ccccc2S(=O)(=O)N(C)c2ccccc2)no1 | 0 | 2 | 0 | 0 | 46* | -4 | -1 | 2 | -2
COc1ccc(NC(=O)c2cc3cc(OC)ccc3oc2=O)cc1 | 5 | 1 | 6 | -5 | 2 | 1 | 5 | 4 | 1
O=c1cc(-c2ccccc2Cl)oc2cccc(O)c12 | 4 | 0 | 1 | -18 | -3 | 5 | -2 | 8 | 1
O=C(Nc1ccc2snnc2c1)Nc1cccc2ccccc12 | -4 | 2 | -34 | 23 | -3 | 2 | -1 | -7 | -32
Cc1sc2ncnc(N3CCN(c4ncccn4)CC3)c2c1C | 10 | 3 | 8 | -2 | 4 | 3 | -2 | 3 | 0
COCc1cc(C)nc(Oc2ccccc2)c1C#N | 4 | 4 | 10 | 10 | -3 | 4 | 4 | 2 | 0
CN(CC(=O)Nc1cccc(F)c1)C(=O)c1cccc(S(=O)(=O)N2CC3(C)CC2CC(C)(C)C3)c1 (configuration not stated) | -4 | 1 | -4 | 0 | 0 | -5 | 8 | -1 | 1
O=C(/C=C1\SC(=O)NC1=O)Nc1ccc(F)cc1 | 3 | 5 | -1 | -2 | -7 | 1 | 3 | -2 | -2
Cc1nnc(SCC(=O)c2ccc(Cl)cc2)n(N)c1=O | 3 | 9 | -4 | 5 | 0 | 26* | 5 | -6 | -1
Cc1cc(C)n2nc(C(=O)Oc3ccc4c(c3)OCO4)nc2n1 | -4 | 12 | -1 | 1 | -5 | 1 | 0 | -2 | 3
C[C@H]1CN([C@@H](C)CO)C(=O)c2cccc(NC(=O)Nc3ccc(C(F)(F)F)cc3)c2O[C@H]1CN(C)C | / | 10 | / | -12 | -13 | 1 | 3 | 30* | /
COc1ccc(/C=N/Nc2ncnc3sc4c(c23)CCCC4)cc1OC | 0 | 5 | 4 | 14 | -4 | -5 | 1 | 8 | 1
O=C(/C=C/c1cn(-c2ccccc2)nc1-c1ccc2c(c1)OCCO2)NCCCN1CCOCC1 | -4 | 5 | -12 | -3 | -1 | 2 | 2 | -4 | -7
C=CCc1ccc(OCc2ccc(C(=O)OC)o2)c(OC)c1 | -7 | -4 | 2 | 3 | 1 | -10 | 3 | 3 | -4
COC(=O)c1ccccc1NC(=O)C1(S(=O)(=O)c2ccc(Cl)cc2)CC1 | 1 | 0 | -2 | 1 | 4 | -4 | 4 | 1 | 0

Rewritten with values under each structure: 13 of the compounds above.
Order of results – GSTO1 inh | PAFAH1B3 inh | LYPLA2 inh | PREPL inh | PAFAH2 inh | PAD4 inh | PAFAH1B2 inh | pPAFAH FP inh | LYPLA1 counter
O=c1cc(-c2ccccc2Cl)oc2cccc(O)c12
    4 | 0 | 1 | -18 | -3 | 5 | -2 | 8 | 1
O=C(Nc1ccc2snnc2c1)Nc1cccc2ccccc12
    -4 | 2 | -34 | 23 | -3 | 2 | -1 | -7 | -32
Cc1sc2ncnc(N3CCN(c4ncccn4)CC3)c2c1C
    10 | 3 | 8 | -2 | 4 | 3 | -2 | 3 | 0
COCc1cc(C)nc(Oc2ccccc2)c1C#N
    4 | 4 | 10 | 10 | -3 | 4 | 4 | 2 | 0
CN(CC(=O)Nc1cccc(F)c1)C(=O)c1cccc(S(=O)(=O)N2CC3(C)CC2CC(C)(C)C3)c1 (configuration not stated)
    -4 | 1 | -4 | 0 | 0 | -5 | 8 | -1 | 1
O=C(/C=C1\SC(=O)NC1=O)Nc1ccc(F)cc1
    3 | 5 | -1 | -2 | -7 | 1 | 3 | -2 | -2
Cc1nnc(SCC(=O)c2ccc(Cl)cc2)n(N)c1=O
    3 | 9 | -4 | 5 | 0 | 26* | 5 | -6 | -1
Cc1cc(C)n2nc(C(=O)Oc3ccc4c(c3)OCO4)nc2n1
    -4 | 12 | -1 | 1 | -5 | 1 | 0 | -2 | 3
C[C@H]1CN([C@@H](C)CO)C(=O)c2cccc(NC(=O)Nc3ccc(C(F)(F)F)cc3)c2O[C@H]1CN(C)C
    / | 10 | / | -12 | -13 | 1 | 3 | 30* | /
COc1ccc(/C=N/Nc2ncnc3sc4c(c23)CCCC4)cc1OC
    0 | 5 | 4 | 14 | -4 | -5 | 1 | 8 | 1
O=C(/C=C/c1cn(-c2ccccc2)nc1-c1ccc2c(c1)OCCO2)NCCCN1CCOCC1
    -4 | 5 | -12 | -3 | -1 | 2 | 2 | -4 | -7
C=CCc1ccc(OCc2ccc(C(=O)OC)o2)c(OC)c1
    -7 | -4 | 2 | 3 | 1 | -10 | 3 | 3 | -4
COC(=O)c1ccccc1NC(=O)C1(S(=O)(=O)c2ccc(Cl)cc2)CC1
    1 | 0 | -2 | 1 | 4 | -4 | 4 | 1 | 0
